High-throughput results deposited in PubChem BioAssay by several laboratories.
RPL19A-GFP yeast – yeast TOR pathway RPL19A-GFP modulation | S. cerevisiae RPL19A-GFP strain, flow cytometry, 3 h; stronger effect = lower value | percent response vs DMSO, % at 10 µM | actives 0.3% (n = 330,000) | AID 2025;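 active = percent response vs DMSO below 50%; inconclusive = fewer than 70 events counted for the yeast strain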;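 note: median channel GFP fluorescence of the barcoded RPL19A-GFP strain; ratio of sample median GFP to plate DMSO average so 100% = DMSO; lower means less RPL19A-GFP as with rapamycin TOR inhibition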
VLA-4 inh – inhibition in a human VLA-4 binding assay; actives 0.2% (n = 330,000); inhibition, % (about 7 µM as worked out from the volumes in the protocol); VLA-4 expressing cells, ligand binding flow cytometry; P13612; in the data active = inhibition above about 50%
CIT2-GFP yeast – modulators of TOR pathway CIT2-GFP in S. cerevisiae; GFP response vs DMSO, % at 10 µM; S. cerevisiae CIT2-GFP strain, flow cytometry, 3 h; 100 means same as DMSO wells; actives 0.065% (n = 320,000); AID 2029;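 active = GFP response relative to DMSO above a set limit, near the screen mean plus 3 SD, cut at about 150% in these data; inconclusive = Fewer than 70 cells measured for a yeast strain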;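 note: ratio of well median GFP fluorescence to mean of DMSO wells on the plate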
JMJD2C inh – inhibitors of human GASC-1 (JMJD2C) demethylase. Q9H3R0. GST-JMJD2C(1-420) H3K9me3 demethylation, DELFIA europium. inhibition, % at 2.35 µM. actives 0.069% (n = 330,000). AID 2099;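 active = more than half of a compound's replicate wells show inhibition beyond 50%, single wells judged on their own value; inconclusive = some, but no more than half, of replicates pass 50% inhibition; inactive = no replicate passes 50% inhibition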;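 note: signal counts dimethyl H3K9 product captured on neutravidin plate; 0% = median of DMSO wells and 100% = 0.3 times that DMSO median; strong numbers were not always called active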
Target sequence (Q9H3R0 1-420 limits assumed): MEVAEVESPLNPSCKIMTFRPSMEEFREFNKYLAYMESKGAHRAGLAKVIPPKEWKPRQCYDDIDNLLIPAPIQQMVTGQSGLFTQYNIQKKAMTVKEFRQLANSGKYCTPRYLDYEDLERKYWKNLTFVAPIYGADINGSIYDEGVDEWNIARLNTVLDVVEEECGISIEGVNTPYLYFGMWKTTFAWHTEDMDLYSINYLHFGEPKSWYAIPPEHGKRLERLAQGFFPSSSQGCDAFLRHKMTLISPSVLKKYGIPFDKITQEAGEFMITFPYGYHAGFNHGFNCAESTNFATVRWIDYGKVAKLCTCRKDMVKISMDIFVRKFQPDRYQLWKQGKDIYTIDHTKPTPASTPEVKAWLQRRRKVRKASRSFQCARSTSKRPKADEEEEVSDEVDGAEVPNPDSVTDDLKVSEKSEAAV
AGP1-GFP MLPCN – alters AGP1-GFP fluorescence in TOR pathway yeast screen; S. cerevisiae AGP1-GFP multiplex flow cytometry, 3 h; GFP as percent of DMSO wells; actives 0.02% (n = 320,000); GFP response vs DMSO, % at 10 µM; AID 2066;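 active = GFP response relative to DMSO above a set limit, near screen average plus 3 SD, cut at about 150% in these data; inconclusive = fewer than 70 cells counted for the yeast strain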;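 note: median GFP channel fluorescence of the gated AGP1 strain per well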
MEP2 TOR yeast – alters MEP2-GFP fluorescence in TOR pathway yeast screen; GFP response vs DMSO, % at 10 µM; S. cerevisiae MEP2-GFP strain, flow cytometry GFP, 3 h; 100% = DMSO control level; AID 2016; actives 0.51% (n = 330,000);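 active = GFP response versus DMSO above a set limit, roughly screen mean plus 3 SD, cut at about 180% in these data; inconclusive = fewer than 70 cells counted for a yeast strain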;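 note: median GFP fluorescence of the barcode-gated MEP2-GFP cells per well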
GRK2 inh – human GRK2 inhibition via aptamer displacement; P25098; bead flow cytometry, FAM-aptamer displacement from GRK2; inhibition of aptamer binding, % at 10 µM; actives 0.59% (n = 330,000);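 active = inhibition of aptamer binding above 40%, roughly 3 SD of noise, on plates passing a quality check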;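 note: median bead fluorescence of bound FAM aptamer so fluorescent compounds give negative values; no value below 0 was filed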
Target sequence (P25098 whole entry, looked up): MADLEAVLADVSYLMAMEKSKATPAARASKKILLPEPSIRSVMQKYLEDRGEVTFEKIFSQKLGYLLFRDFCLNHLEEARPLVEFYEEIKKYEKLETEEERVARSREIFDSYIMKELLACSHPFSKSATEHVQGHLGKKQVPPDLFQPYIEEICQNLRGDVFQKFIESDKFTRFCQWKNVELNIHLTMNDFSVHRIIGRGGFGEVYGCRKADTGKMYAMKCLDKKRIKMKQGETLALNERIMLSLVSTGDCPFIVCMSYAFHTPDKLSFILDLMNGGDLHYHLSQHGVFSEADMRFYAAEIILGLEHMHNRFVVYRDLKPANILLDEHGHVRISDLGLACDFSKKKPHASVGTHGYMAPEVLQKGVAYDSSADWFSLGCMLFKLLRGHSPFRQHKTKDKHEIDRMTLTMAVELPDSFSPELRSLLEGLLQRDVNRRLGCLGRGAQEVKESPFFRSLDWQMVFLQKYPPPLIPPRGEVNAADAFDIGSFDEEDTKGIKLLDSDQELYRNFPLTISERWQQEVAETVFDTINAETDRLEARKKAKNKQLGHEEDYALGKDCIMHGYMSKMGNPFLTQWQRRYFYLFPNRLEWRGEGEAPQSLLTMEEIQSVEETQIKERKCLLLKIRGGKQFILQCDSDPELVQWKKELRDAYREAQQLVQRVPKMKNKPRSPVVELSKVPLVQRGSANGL
LAP4-GFP MLPCN – yeast TOR pathway LAP4-GFP modulation. actives 0.34% (n = 320,000). AID 2023. GFP response vs DMSO, % at 10 µM. S. cerevisiae LAP4-GFP multiplex, flow cytometry GFP, 3 h; median GFP as percent of DMSO wells;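 active = GFP response vs DMSO above a set limit, about the screen mean plus 3 SD, cut at about 150% in these data; inconclusive = under 70 cell events counted for the yeast strain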
* marks the source's active call; other numbers are inactive results; i = inactive; ? = inconclusive; . = not tested or not shown; & = joins results of further samples.

SMILES	RPL19A-GFP yeast	VLA-4 inh	CIT2-GFP yeast	JMJD2C inh	AGP1-GFP MLPCN	MEP2 TOR yeast	GRK2 inh	LAP4-GFP MLPCN
Nc1nc(SCn2nnc3ccccc3c2=O)n[nH]1	101	9	95	-4	105	105	1	103
COCCOc1ccc(C(F)(F)F)cc1NC(=O)c1ccccc1F	108	1	102	5	96	101	1	95
COc1cccc(COCCN2CCN(S(=O)(=O)c3ccc(C)cc3)CCC2=O)c1	99	0	106	-8	88	94	0	119
CCOc1ccc(C2c3[nH]c4ccccc4c3CCN2Cc2cccn2-c2ncccn2)cc1 (stereo not drawn)	94	-2	92	-6	109	98	0	95
CCCC(=O)C1=C(N(C)c2ccccc2)CC(C)(C)CC1=O	96	17	96	-1	97	94	0	99
CCN(CC)S(=O)(=O)c1cc([N+](=O)[O-])ccc1N=Nc1c(O)n(C)c2ccccc12	97	.	93	1	96	103	0	100
O=C(CNC(=O)c1ccccc1)NCCO	97	-5	104	5	101	105	0	104
COc1ccc(C(=O)Nc2ccncc2)cc1S(=O)(=O)N1CCOCC1	104	5	94	-4	103	103	1	104
COc1ccc(-c2nc3ccccc3c(=O)n2CC(C)C)cc1	107	-2	108	2	104	105	98*	93
COc1ccc(CN(C)C(=O)c2ccccc2Sc2ccccc2C#N)cc1OC	102	13	91	9	101	99	1	95
COc1ccc(NC(=O)Cn2c(=O)oc3cc(Cl)ccc32)c(OC)c1	104	5	100	7	94	105	5	93
Cc1cccc(N2C(=NC(=O)c3ccccc3)SC3CS(=O)(=O)CC32)c1 (stereo not drawn)	95	-5	92	3	98	98	1	100
CCc1cccc(C)c1NC(=O)COC(=O)C1CCN(S(=O)(=O)c2ccccc2)CC1	91	-1	90	2	93	96	1	91
Clc1ccc(-c2nnc(-c3ccccc3Cl)o2)cc1	104	-4	106	0	102	102	2	105
CC(O)C(NS(=O)(=O)c1ccc(Cl)cc1)C(=O)OCC(=O)N1CCN(c2ccccc2)CC1 (stereo not drawn)	97	7	99	-2	96	102	0	92
CCOCCCn1c(SCC(=O)Nc2cccc(S(=O)(=O)NC3=NCCCCC3)c2)nc2ccccc2c1=O	96	13	89	-3	103	97	0	111
CCCCC(=O)Nc1ccc(NC(=O)c2ccco2)cn1	108	-1	97	11	97	106	2	95
O=C(Nc1ccc2c(c1)OCO2)C1CC(=O)N(CCc2ccccc2)C1 (stereo not drawn)	102	3	90	i	92	105	2	101
CCCCn1c(N)c(N(CC(C)C)C(=O)c2cc(=O)[nH]c3ccccc23)c(=O)[nH]c1=O	98	-1	102	21	105	101	1	103
CC(NCc1ccc2c(c1)OCO2)C(=O)N1CCc2ccccc21 (stereo not drawn)	104	0	108	4	112	109	0	107
CC1=Nc2ccc(C)cc2/C1=C/c1c(N)n2oc(C)cc2nc1=O	98&107	-103&-100	98&101	5&-4	98&105	104&116	0&3	101&115
O=C(NCCCN1CCOCC1)c1ccc(CNS(=O)(=O)c2ccc(Br)cc2)cc1	104	12	101	2	99	153	2	108
N/C(=N\OC(=O)CCCc1ccccc1)c1cccnc1	98	-16	98	2	96	95	0	89
Cc1cnc(C(=O)OC(C)C(=O)Nc2ccc(Cl)cn2)cn1 (stereo not drawn)	98	1	99	0	103	85	0	96
COc1ccc2ncc(OC(C)=O)cc2c1	92	-25	93	-2	92	106	0	96
(listing goes on)
SMILES	RPL19A-GFP yeast	VLA-4 inh	CIT2-GFP yeast	JMJD2C inh	AGP1-GFP MLPCN	MEP2 TOR yeast	GRK2 inh	LAP4-GFP MLPCN
CC(=O)Nc1cccc(NC(=O)CSc2nnnn2C(C)C)c1	94	16	94	8	97	100	0	91
COC(=O)c1ccccc1-c1ccc(/C=N/NC(=O)c2cc3ccccc3o2)o1	98	-8	87	8	91	88	2	92
C=CCOc1ccc(/C=N/NC(=O)c2c(C)nc3ccc(Cl)cn23)cc1	101	6	101	-9	101	115	0	95
C[C@H](CO)N1C[C@H](C)[C@@H](CN(C)Cc2ccc(C(=O)O)cc2)Oc2c(NS(=O)(=O)c3ccccc3)cccc2C1=O	100	-6	92	-1	91	90	0	85
CS(=O)(=O)N1CCN(c2ccc([N+](=O)[O-])c(N3CCOCC3)c2)CC1	99	11	99	-8	98	109	1	96
O=C(Cc1cc(=O)[nH][nH]1)N/N=C/c1cccc(Cl)c1Cl	104&114	19&-8	102&112	?	102&114	106&103	0&0	95&108
COc1ccc(C(CC(=O)O)NC(C)=O)cc1OC (stereo not drawn)	.	4	98	-3	101	105	1	98
CC(=O)c1ccccc1NC(=O)COC(=O)/C=C/c1cccs1	98	3	99	4	102	104	4	107
CCOC(=O)C1CCCN(C(=O)c2sc3nc(C)nc(N4CCOCC4)c3c2C)C1 (stereo not drawn)	100	-1	104	19	99	105	3	103
Cc1ccc(C2=NN(C(=S)Nc3ccccc3)C(c3ccco3)C2)cc1 (stereo not drawn)	105	2	98	1	101	104	1	110
COC(=O)c1ccc(N2CCOCC2)c(NC(=O)c2ccc(Br)o2)c1	104	-8	99	11	90	101	4	84
CCOC(=O)c1cnn(C)c1NC(=O)c1ccc(Cl)cc1Cl	97	6	88	-9	88	95	0	80
CN(C)S(=O)(=O)c1ccc(C(=O)NCc2cccs2)cc1	102	22	103	-4	107	100	3	98
COc1ccc(NC(=S)NCc2cccnc2)cc1OC	103	21	99	17	99	109	0	95
Fc1ccccc1C1CCN(Cc2nc(CC3CC3)no2)C1 (stereo not drawn)	104	9	109	-11	108	104	0	103
Cc1ccc(S(=O)(=O)N2CCN(c3ccc([N+](=O)[O-])c(Sc4nncn4C)c3)CC2)cc1	103	i	100	-3	96	95	0	84
Cc1cc(C(=O)OCC(=O)N2CCN(c3ccccc3)CC2)c2ccccc2n1	93	3	82	-7	96	105	0	103
Nc1nc(SCC(=O)N2CCOCC2)n[nH]1	95	-3	111	-41	104	96	0	100
CCC[C@@H]1CCCO[C@@](C(=O)NCc2cc(C)n(C)n2)(C(F)(F)F)C1	104	-54	83	4	92	95	0	104
Cc1ccc(CCN2CC(C(=O)NCCN(C)C)CC2=O)cc1 (stereo not drawn)	103	-10	103	3	96	110	0	98
CCNC(=O)/C(C#N)=C/c1c(N2CCN(c3ccccc3)CC2)nc2c(C)cccn2c1=O	101	-3	103	-2	109	104	0	.
N#Cc1c(N)n(CCNC(=O)c2ccc(Cl)cc2)c2nc3ccccc3nc12	102	5	104	-5	102	93	0	99
COc1ccc(N2C(=NC(=O)C3CCCCC3)SC3CS(=O)(=O)CC32)cc1 (stereo not drawn)	101	12	100	14	101	90	3	90
O=C(NC1CCCC1)c1cc(-c2ccc(Cl)cc2)on1	94	-6	95	-1	92	98	0	104
COc1cccc(OC)c1C(=O)N1CCN(c2c(Cc3ccccc3)c(C)nc3ncnn23)CC1	102	5	102	8	107	104	0	106

Quoted at random: 7 compounds from above.
SMILES	RPL19A-GFP yeast	VLA-4 inh	CIT2-GFP yeast	JMJD2C inh	AGP1-GFP MLPCN	MEP2 TOR yeast	GRK2 inh	LAP4-GFP MLPCN
C=CCOc1ccc(/C=N/NC(=O)c2c(C)nc3ccc(Cl)cn23)cc1	101	6	101	-9	101	115	0	95
CCNC(=O)/C(C#N)=C/c1c(N2CCN(c3ccccc3)CC2)nc2c(C)cccn2c1=O	101	-3	103	-2	109	104	0	.
Cc1ccc(C2=NN(C(=S)Nc3ccccc3)C(c3ccco3)C2)cc1 (stereo not drawn)	105	2	98	1	101	104	1	110
COc1ccc(C(CC(=O)O)NC(C)=O)cc1OC (stereo not drawn)	.	4	98	-3	101	105	1	98
C[C@H](CO)N1C[C@H](C)[C@@H](CN(C)Cc2ccc(C(=O)O)cc2)Oc2c(NS(=O)(=O)c3ccccc3)cccc2C1=O	100	-6	92	-1	91	90	0	85
CCC[C@@H]1CCCO[C@@](C(=O)NCc2cc(C)n(C)n2)(C(F)(F)F)C1	104	-54	83	4	92	95	0	104
COc1cccc(OC)c1C(=O)N1CCN(c2c(Cc3ccccc3)c(C)nc3ncnn23)CC1	102	5	102	8	107	104	0	106

Continued.
SMILES	RPL19A-GFP yeast	VLA-4 inh	CIT2-GFP yeast	JMJD2C inh	AGP1-GFP MLPCN	MEP2 TOR yeast	GRK2 inh	LAP4-GFP MLPCN
COc1ccc(C)cc1-n1nnnc1SCC1CCCCO1 (stereo not drawn)	90	-3	97	7	94	93	1	105
CN(C)S(=O)(=O)c1ccc(N2CCCC2)c(C(=O)NC2CCCCC2)c1	96	49	103	-1	106	95	3	106
CCCC/C(O)=C1\C(=O)CC(C)(C)CC1=Nc1ccc(N)cc1	104	26	100	-4	100	97	2	96
Cc1cccc(-c2nc3c(c(=O)c4ccccc4n3C)c(=O)n2-c2ccccc2)c1	97	8	98	2	102	92	0	104
Cc1cccc(Cn2cnc3c(nnn3Cc3ccccc3F)c2=O)c1	95	-7	85	0	102	106	4	109
O=C(CCc1ccc(S(=O)(=O)N2CCOCC2)cc1)Nc1ccc2ccccc2c1	97	-19	108	4	107	96	1	100
Cc1ccc(CNc2ncnc3c2cnn3-c2ccccc2)cc1	105	13	92	7	102	107	0	111
Cc1c(C(=O)O)sc(=S)n1-c1ccc(Cl)cc1	103	-2	112	-4	112	112	1	109
Cn1c(-c2cc3ccccc3oc2=O)nc2ccccc21	95	0	102	1	122	103	2	122
CSc1ccccc1NC(=O)CCn1c(=O)sc2ccccc21	96	-1	92	14	98	99	0	92
Cc1ccc2ncnc(Oc3ncccc3NC(=O)C(C)(C)C)c2c1	95	-2	95	7	98	93	0	104
Cc1nnc(NC(=O)c2ccco2)s1	97	-12	121	0	108	106	2	96
CC(=O)N1CCN(Cc2nc3cc(NC(=O)c4ccccc4Cl)ccc3n2C)CC1	98	4	97	3	98	98	1	98
O=C1NC(=S)N(C(=O)c2ccc(F)cc2)/C1=C/c1ccccc1	104	-3	104	2	97	109	0	95
CC(C)(C)NC(=O)NC(=O)COC(=O)Cn1cnc2ccccc2c1=O	94	16	95	-16	95	95	2	102
Cn1c(=O)c(=O)n(C)c2cc(S(=O)(=O)N3CCCC3C(=O)Nc3ccc(F)cc3)ccc21 (stereo not drawn)	100	22	100	10	101	101	0	106
Cc1nc2ccccc2c(=O)n1N(c1ccccc1)c1ccccc1	107	21	102	-11	102	104	0	91

Ordered by the number under CIT2-GFP yeast (rising): six from the list above
canonical_smiles | RPL19A-GFP yeast | VLA-4 inh | CIT2-GFP yeast | JMJD2C inh | AGP1-GFP MLPCN | MEP2 TOR yeast | GRK2 inh | LAP4-GFP MLPCN
CCc1cccc(C)c1NC(=O)COC(=O)C1CCN(S(=O)(=O)c2ccccc2)CC1 | 91 | -1 | 90 | 2 | 93 | 96 | 1 | 91
COc1ccc(CN(C)C(=O)c2ccccc2Sc2ccccc2C#N)cc1OC | 102 | 13 | 91 | 9 | 101 | 99 | 1 | 95
N/C(=N\OC(=O)CCCc1ccccc1)c1cccnc1 | 98 | -16 | 98 | 2 | 96 | 95 | 0 | 89
COC(=O)c1ccc(N2CCOCC2)c(NC(=O)c2ccc(Br)o2)c1 | 104 | -8 | 99 | 11 | 90 | 101 | 4 | 84
O=C(NCCCN1CCOCC1)c1ccc(CNS(=O)(=O)c2ccc(Br)cc2)cc1 | 104 | 12 | 101 | 2 | 99 | 153 | 2 | 108
Nc1nc(SCC(=O)N2CCOCC2)n[nH]1 | 95 | -3 | 111 | -41 | 104 | 96 | 0 | 100
